High-throughput results from PubChem.
PLK1 PBD block – PLK1 (human) polo-box domain binding inhibition; 360,000 compounds, 2.8% hits; Potency, µM, inactives show max response, negative = inhibition, most hits filed as inhibitors; AID 720504; Plk1 PBD binding of FITC phosphopeptide, fluorescence polarization; P53350; note: potency is the fitted concentration of half-maximal effect; series mostly up to about 57 µM; % is set by controls: 0 for no effect and ±100 for the full control effect; nearly all actives have a fitted effect of over 65% in size
PI5P4K alpha inh – inhibitors of human PI5P4K alpha; AID 652105; PI5P4Kalpha enzyme, ADP-Glo luminescence, 60 min; stronger effect = lower value; 330,000 compounds, 1.2% hits; P48426; max response, %; active = max response of -50% or lower; inconclusive = between -30% and -50%; inactive = -30% or higher; note: value at the top dose of about 77 µM; % is set by controls: 0 for no effect and ±100 for the full control effect
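ADP-Glo luminescence end-point after a 60 min room-temperature kinase reaction. PI5P4Kalpha and substrate in HEPES pH 7.4 buffer with EGTA, 0.1% CHAPS and 5% DMSO; ATP at 5 microM final.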
Abeta yeast res – compounds reversing amyloid beta toxicity in yeast. yeast expressing A-beta42, growth rescue, OD600, 48 h; response scale: 0% DMSO, 100% iron-clioquinol control. Potency, µM (titrated, usually from 46.1 µM), inactives show top-dose growth rescue, usual class: activators. 410,000 compounds, 0.063% hits. AID 1347071; note: potency is the fitted concentration of half-maximal effect; nearly all actives have a fitted effect of over 55% in size
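Growth rescue measured by 600 nm absorbance after 48 h yeast culture at 30 C with compound. Values normalized between DMSO and an equimolar ferric chloride plus clioquinol control.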
WRN helicase inh – inhibitors of human WRN helicase; Potency, µM (series often up to 114 µM), for inactives: at the top dose activity change, negative = inhibition, hits mostly inhibitors; 360,000 compounds, 0.46% hits; WRN helicase unwinding, fluorescent forked duplex, kinetic; note: potency is the fitted concentration of half-maximal effect; % is set by controls: 0 for no effect and ±100 for the full control effect; nearly all actives have a fitted effect of over 55% in size
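Enzyme (20 nM final) and test compound sit together 15 min at room temperature before substrate addition. Substrate is a single-forked duplex oligonucleotide (100 nM) labelled with fluorophore and quencher, with 2 mM ATP; helicase unwinding raises red fluorescence, read kinetically.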
FUS yeast rescue – FUS proteinopathy suppression in yeast. S. cerevisiae FUS-expressing, growth rescue, OD600, 24 h. Potency, µM (highest dose often 76.6 µM), for the others: top-dose growth rescue (activation), actives largely listed as activators. 390,000 compounds, 0.24% hits;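 note: potency is the fitted concentration of half-maximal effect; plate controls were DMSO vehicle for no effect and reference control for full effect; nearly all actives have a fitted effect of over 55% in size; some results filed as inactive show a strong effect at the top dose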
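Restored growth of FUS-toxic S. cerevisiae, read as 600 nm absorbance after 24 h at 30C in galactose medium (starting OD 0.005). Controls CP55940 and DMSO.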
EPAC1 agonist – activates human EPAC1 exchange factor. O95398. EPAC1 agonist qHTS, biochemical assay; response scale: 100% = response to 6.5 mM cAMP. Potency, µM (highest dose often 154 µM), for the others: at the highest dose activation, actives largely listed as activators. 360,000 compounds, 0.073% hits; note: potency is the fitted concentration of half-maximal effect; nearly all actives have a fitted effect of over 60% in size
Target sequence (O95398 whole entry, looked up): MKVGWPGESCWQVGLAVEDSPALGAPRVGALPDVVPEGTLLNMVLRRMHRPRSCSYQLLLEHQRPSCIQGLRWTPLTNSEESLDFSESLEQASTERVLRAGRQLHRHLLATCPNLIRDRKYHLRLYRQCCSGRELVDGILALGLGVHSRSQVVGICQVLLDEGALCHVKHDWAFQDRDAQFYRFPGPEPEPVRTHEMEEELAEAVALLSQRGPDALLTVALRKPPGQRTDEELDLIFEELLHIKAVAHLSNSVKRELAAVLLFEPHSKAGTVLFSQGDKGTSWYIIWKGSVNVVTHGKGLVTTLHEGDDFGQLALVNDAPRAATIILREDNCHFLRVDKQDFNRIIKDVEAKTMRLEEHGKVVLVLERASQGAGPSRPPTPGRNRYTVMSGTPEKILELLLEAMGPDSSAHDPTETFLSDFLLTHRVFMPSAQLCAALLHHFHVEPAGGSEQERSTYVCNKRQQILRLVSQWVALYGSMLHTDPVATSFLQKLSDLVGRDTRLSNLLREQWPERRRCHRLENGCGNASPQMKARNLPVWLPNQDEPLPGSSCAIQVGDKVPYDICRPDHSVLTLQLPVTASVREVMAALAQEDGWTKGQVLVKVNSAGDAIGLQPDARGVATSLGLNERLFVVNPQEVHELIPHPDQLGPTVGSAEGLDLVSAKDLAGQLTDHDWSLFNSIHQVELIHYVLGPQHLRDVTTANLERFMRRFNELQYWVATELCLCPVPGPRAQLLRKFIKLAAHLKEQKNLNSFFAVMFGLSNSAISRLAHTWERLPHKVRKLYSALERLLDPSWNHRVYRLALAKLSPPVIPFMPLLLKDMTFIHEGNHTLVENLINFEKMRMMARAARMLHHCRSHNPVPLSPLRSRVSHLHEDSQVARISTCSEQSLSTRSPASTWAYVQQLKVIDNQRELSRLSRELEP
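Multi-concentration qHTS readout: loss of Rap1B-bound BODIPY-GDP fluorescence driven by 100 nM EPAC1 with excess GDP (50 uM), monitored kinetically at room temperature; agonist response expressed relative to 6.5 mM cAMP.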
IL2 activator – activates IL-2 in a cell-based reporter assay. 360,000 compounds, 0.065% hits. activation, % (series mostly up to about 46 µM). IL-2 activation reporter assay, cell-based qHTS; stimulated with anti-CD3/CD4/CD28 beads; in transgenic mouse T cells. AID 652025; in the data active = activation above about 50%; inconclusive = mostly about 30% to 49%; note: 0% is about no effect
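Using fluorescent plate cytometry, EGFP and DsRed are detected in transgenic mouse T cells stimulated 18 h at 37 degrees C with antibody-coated beads after 60 min compound pretreatment.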
EPAC1 antag – antagonists of human EPAC1. O95398. EPAC1 GEF assay, Rap1b-BODIPY-GDP exchange fluorescence. Potency, µM (top dose mostly 115 µM), for the others: top-dose activity change, negative = inhibition, hits mostly inhibitors. 360,000 compounds, 0.14% hits. AID 720709;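 note: potency is the fitted concentration of half-maximal effect; plate controls were vehicle for no effect and positive control for full effect; nearly all actives have a fitted effect of over 50% in size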
An asterisk follows results filed as active; ? = inconclusive; nt = no result given; [ ] = dose if it differs, or a comment. Unless noted, calls come from the whole dose curve; as a rule, active = well fitted curve in the direction sought with a large enough effect; inconclusive = small, poorly fitted or top-dose-only effect, or another doubt; inactive = no such curve, though single readings can be large; an effect the other way counts as inactive or inconclusive.

SMILES | PLK1 PBD block | PI5P4K alpha inh | Abeta yeast res | WRN helicase inh | FUS yeast rescue | EPAC1 agonist | IL2 activator | EPAC1 antag
CC(C)Cn1c(N)c(C(=O)CSc2ccccc2)c(=O)n(C)c1=O | 0% | 2 | 16% | 2% | nt | -15% | -0.8 | 9%
OC(c1ccccc1)(c1ccccc1)C1CCN(CCCOc2cccc(OC(F)(F)F)c2)CC1 | 3% | 10 | 8% | -9% | ? | -20% | -0.9 | -16%
CC(=O)N1CCN=C1SCc1cccc(C(F)(F)F)c1 | -3% | -4 | -12% | -2% | -2% | -12% | 0.7 | -13%
O=C(Nc1ccn(C2CC(OC(=O)c3ccccc3)C(CO)O2)c(=O)n1)c1ccccc1 (stereo unspecified) | -2% | 2 | 25% | -10% | -17% | -5% | -0.3 | 10%
COc1ccc(S(=O)(=O)NC(C)C(=O)NCc2ccncc2)cc1C (stereo unspecified) | -2% | 5 | 2% | 19% | 2% | -3% | 1.1 | 3%
CN(CCc1ccccc1)C(=O)c1cccc(NC(=O)Cc2cccc(NC(=O)C3CCN(C(=O)C4CCCCC4)CC3)c2)c1 | -3% | -4 | 7% | -6% | ? | -18% | -0.1 | -11%
CCOC(=O)c1sc(NC(=O)CSc2nc3c(c(=O)n2-c2ccc(C)cc2)SCC3)c(C(=O)OCC)c1C | -13% | -2 | -3% | -1% | -15% | -4% | 0.7 | 0%
O=C1c2cnc3nc(SCc4cccc(Cl)c4)nn3c2CC2c3ccccc3CCN12 (stereo unspecified) | -6% | -1 | 14% | 3% | 0% | 6% | -2.2 | -9%
O=C1CCCC(=O)N1c1ccc(N2CCOCC2)c([N+](=O)[O-])c1 | 1% | -6 | -15% | 3% | 6% | -2% | -1.2 | 13%
Cc1cc(NC(=O)COC(=O)C2CC(=O)N(c3cccc(Cl)c3)C2)no1 (stereo unspecified) | 0% | -2 | 4% | -1% | 14% | 2% | 0.5 | 4%
O=C(COc1ccc(Br)cc1Br)NC1CCCC1 | 4% | 6 | -23% | -10% | -23% | -8% | -0.4 | -18%
COc1cc(C(=O)NCC(=O)NCC2COc3ccccc3O2)cc(OC)c1OC (stereo unspecified) | -5% | 0 | 3% | 3% | -8% | 5% | 0.2 | -10%
O=C(NCCc1ccccc1)C1CCN(Cc2ccccc2F)CC1 | -11% | 6 | 1% | -27% | nt | 1% | 1.1 | -28%
C[C@@H]1[C@@H](Sc2ccccc2)CC(=O)O[C@@H]1c1ccc(-c2ccccc2)cc1 | -1% | 10 | -2% | -15% | -3% | -2% | -3.3 | 4%
Cn1c(=O)c2c(ncn2CC(=O)OCC(=O)NC(c2ccccc2)c2ccccc2)n(C)c1=O | -3% | -1 | 9% | -3% | nt | 3% | 1.7 | 10%
CCN(CC)C(=O)C(=O)N/N=C/c1ccc(F)cc1 | 4% | 14 | -10% | -1% | -10% | 2% | -0.1 | ?
CCc1ccc(CNC(=O)CCCn2c(=O)c3cccn3c3cccnc32)cc1 | -9% | 3 | 16% | -7% | 12% | -5% | -4.8 | 28%
CC(=O)N=c1cccc(NC(C)=O)n1O | -3% | nt | 1% | -3% | -32% | 2% | -1.6 | 3%
O=[N+]([O-])c1ccc(-c2ccc(/C=N/Nc3nc(NCc4ccccc4)nc(N4CCOCC4)n3)o2)cc1 | -2% | -6 | 8% | -4% | 34% | -2% | -1.2 | -3%
Cc1nn(-c2ccccc2)c(C)c1N | -3% | -6 | 3% | 4% | 16% | -7% | 1.0 | 15%
NC(=O)NC(=O)CN1C(=O)NC2(CCOc3ccccc32)C1=O (stereo unspecified) | 4% | 0 | 5% | -6% | -6% | -2% | 3.8 | 6%
CC(C)CC(=O)Nc1c2c(nn1-c1cccc(Cl)c1)CS(=O)(=O)C2 | 6% | 0 | 4% | -5% | -26% | 6% | -0.7 | ?
Cc1ccccc1CCN1CCCC(CN(C)C(=O)C(=O)c2ccco2)C1 (stereo unspecified) | 2% | 5 | 9% | -2% | nt | -2% | -1.5 | -3%
CCCOc1ccc(/C=N/NC(=O)C2CC2)c(OCCC)c1 | 0% | 3 | 1% | 9% | 7% | -10% | -0.5 | 2%
COc1ccc(CNC(=O)C2CC(O)CN2C(=O)Nc2ccccc2)cc1 (stereo unspecified) | -8% | 3 | 8% | -22% | 15% | 6% | 3.3 | -10%
COc1ccc(-n2c(-c3ccc(Br)cc3)c[n+]3c2CCCCC3)cc1 | -15% | 8 | -14% | 10%[57.1 µM] | -4% | 0% | -1.1 | -12%
CC(C)OCCCn1c(-c2ccco2)nc2nc3ccccc3nc21 | -8% | nt | -8% | -33% | ? | -32%[inhibitor] | 4.8 | 0%
COc1ccc(S(=O)(=O)N2CCC(C(=O)NC3(C)CCS(=O)(=O)C3)CC2)cc1OC (stereo unspecified) | -10% | -1 | -9% | -5% | 13% | -3% | 0.4 | 5%
Cc1c(OCC(=O)NCc2ccccn2)ccc2c(-c3ccccc3)cc(=O)oc12 | 3% | 0 | -1% | -9% | -11% | 4% | -0.2 | 0%
C#CC[N+]1(CC#Cc2ccc(C)cc2)CCCCC1 | 3% | -2 | -9% | 9%[57.1 µM] | 13% | 1% | -6.2 | -3%
Cc1ccc(OCC(=O)NC(C)c2ccccc2)c([N+](=O)[O-])n1 (stereo unspecified) | 8% | -10 | -9% | 1% | -17% | -10% | -1.9 | 15%
CCNC(=O)COC(=O)c1sccc1C | ? | -10 | -1% | -8% | 6% | -1% | 0.9 | -8%
Cc1ccc(F)cc1NC(=O)C1CC(=O)N(Cc2ccccc2)C1 (stereo unspecified) | 1% | -9 | -3% | -4% | -7% | -8% | -2.4 | 3%
Cc1ccc(-c2nc3ccccc3n2C(C)C(=O)NC(C)(C)C)cc1 (stereo unspecified) | -13% | -1 | 4% | 1% | -9% | 1% | -0.1 | 6%
O=C(Cn1ncn2c(cc3ccccc32)c1=O)NCCC1=CCCCC1 | -8% | nt | -6% | -5%[57.1 µM] | 25% | 8% | -2.0 | 6%
c1coc(CNc2nc3ccccc3n2CCN2CCOCC2)c1 | 0% | nt | -1% | -2% | -2% | 0% | -2.3 | 13%
O=C(c1ccccn1)N1CCN(c2ccc(C(F)(F)F)cn2)CC1 | -4% | nt | 7% | -9% | 6% | 8% | -1.4 | -3%
CCCCN(C(=O)NC(=O)Nc1nc2ccc(OC)cc2s1)S(C)(=O)=O | -26% | nt | -12% | -27% | 6% | 13% | -1.1 | 11%
COc1ccccc1C(=O)Nc1ccnn1C1CCN(Cc2cn(C)c3ccccc23)CC1 | 1% | 4 | 5% | 1% | 6% | 9% | 0.1 | -5%
CC1(Cc2ccc(F)c(Cl)c2)C(=O)Nc2c(Cl)cccc21 (stereo unspecified) | -7% | 8 | 7% | -3%[57.1 µM] | 10% | -7% | -0.7 | -24%
COc1ccccc1Nc1ccc(Nc2ccccc2OC)nn1 | -1% | -7 | -6% | -14% | 21% | -6% | -0.4 | -4%
CCn1c(CNC(=O)c2ccco2)nnc1SCC(=O)c1ccc(OC)cc1 | -10% | -1 | -4% | 7% | -14% | 1% | -2.0 | 1%
COc1ccc(NC(=O)CSc2nnc3ccc(-c4ccncc4)nn23)cc1 | -5% | 3 | 1% | 9% | -5% | -1% | 1.3 | 1%
COc1ccc(NC(=O)Cn2c(=O)c(C)nc3ccccc32)cc1Cl | 11% | 9 | -3% | -8% | -1% | 10% | -0.5 | -9%
CCCN(CC(=O)Nc1ccc(F)c(F)c1F)C(=O)c1ccc2c(c1)NC(=O)CS2 | -6% | 3 | 2% | -13% | 10% | 10% | -0.2 | -14%
CCn1cnc2c1c(=O)n(Cc1cccc([N+](=O)[O-])c1)c(=O)n2Cc1ccccc1 | -2% | 6 | 6% | -5% | 21% | 6% | -0.2 | 3%
NNC(=O)c1sccc1OCc1ccc(Cl)cc1 | -13% | 1 | 4% | 1% | 15% | 15% | 0.2 | 10%
CC(C)Cn1c(N)c(C(=O)COC(=O)[C@@H]2CCCN2C(=O)c2cccs2)c(=O)n(C)c1=O | -11% | 3 | -27% | 4% | 18% | 4% | 2.1 | 4%
CCCCCOC(=O)C1=C(C)NC(=O)NC1c1ccccc1OCC (stereo unspecified) | -4% | 12 | 24% | -6% | ? | 8% | 0.8 | 0%
Cc1cc(C)n(CCn2nc(C)cc2C)n1 | -1% | -3 | 11%[9.22 µM] | -8% | -45% | -7% | -3.2 | 7%

Exported with tabs: part of the list above
Molecule	PLK1 PBD block	PI5P4K alpha inh	Abeta yeast res	WRN helicase inh	FUS yeast rescue	EPAC1 agonist	IL2 activator	EPAC1 antag
CC1(Cc2ccc(F)c(Cl)c2)C(=O)Nc2c(Cl)cccc21 (stereo unspecified)	-7%	8	7%	-3%[57.1 µM]	10%	-7%	-0.7	-24%
COc1ccccc1Nc1ccc(Nc2ccccc2OC)nn1	-1%	-7	-6%	-14%	21%	-6%	-0.4	-4%
CCn1c(CNC(=O)c2ccco2)nnc1SCC(=O)c1ccc(OC)cc1	-10%	-1	-4%	7%	-14%	1%	-2.0	1%
COc1ccc(NC(=O)CSc2nnc3ccc(-c4ccncc4)nn23)cc1	-5%	3	1%	9%	-5%	-1%	1.3	1%
COc1ccc(NC(=O)Cn2c(=O)c(C)nc3ccccc32)cc1Cl	11%	9	-3%	-8%	-1%	10%	-0.5	-9%
CCCN(CC(=O)Nc1ccc(F)c(F)c1F)C(=O)c1ccc2c(c1)NC(=O)CS2	-6%	3	2%	-13%	10%	10%	-0.2	-14%
CCn1cnc2c1c(=O)n(Cc1cccc([N+](=O)[O-])c1)c(=O)n2Cc1ccccc1	-2%	6	6%	-5%	21%	6%	-0.2	3%
NNC(=O)c1sccc1OCc1ccc(Cl)cc1	-13%	1	4%	1%	15%	15%	0.2	10%
CC(C)Cn1c(N)c(C(=O)COC(=O)[C@@H]2CCCN2C(=O)c2cccs2)c(=O)n(C)c1=O	-11%	3	-27%	4%	18%	4%	2.1	4%
CCCCCOC(=O)C1=C(C)NC(=O)NC1c1ccccc1OCC (stereo unspecified)	-4%	12	24%	-6%	?	8%	0.8	0%
Cc1cc(C)n(CCn2nc(C)cc2C)n1	-1%	-3	11%[9.22 µM]	-8%	-45%	-7%	-3.2	7%
